Bioassay records (PubChem)
ADAM17 inh – inhibits human ADAM17; inhibition, % at 6.95 µM; recombinant ADAM17, EDANS/DABCYL FRET peptide cleavage; 370,000 compounds, 0.83% hits; P78536;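 active means inhibition above the mean of compounds lying between control limits plus 3 SD, set per campaign, cut at about 8.5% in these data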;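 further: 0% = DMSO-only wells as the low control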
ADAM10 inh – ADAM10 inhibition, QFRET primary screen; inhibition, % at 7 µM; O14672; recombinant ADAM10, EDANS/DABCYL FRET peptide cleavage, 3 h; 370,000 compounds, 0.62% hits; AID 720582;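 active means inhibition above a per-campaign cutoff equal to the mean of compounds falling between control-based bounds plus 3 SD, cut at about 20% in these data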;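 further: 0% = DMSO wells while the 100% control is not disclosed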
Tn7 DDE FP – inhibitors of Tn7 peptide binding to human fibrin DD(E); P02675; FP displacement of FITC-Tn7 peptide from fibrin DD(E); 0% = median of compound wells per plate; inhibition, % at 8.3 µM; 370,000 compounds, 0.13% hits;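 active means inhibition above the mean of compounds falling within the control limits plus 3 SD of them, cut at about 14% in these data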;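 further: 0% = plate median of compound wells and 100% = 10 µM Aha-Tn7 peptide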
Target sequence (P02675 whole entry, looked up): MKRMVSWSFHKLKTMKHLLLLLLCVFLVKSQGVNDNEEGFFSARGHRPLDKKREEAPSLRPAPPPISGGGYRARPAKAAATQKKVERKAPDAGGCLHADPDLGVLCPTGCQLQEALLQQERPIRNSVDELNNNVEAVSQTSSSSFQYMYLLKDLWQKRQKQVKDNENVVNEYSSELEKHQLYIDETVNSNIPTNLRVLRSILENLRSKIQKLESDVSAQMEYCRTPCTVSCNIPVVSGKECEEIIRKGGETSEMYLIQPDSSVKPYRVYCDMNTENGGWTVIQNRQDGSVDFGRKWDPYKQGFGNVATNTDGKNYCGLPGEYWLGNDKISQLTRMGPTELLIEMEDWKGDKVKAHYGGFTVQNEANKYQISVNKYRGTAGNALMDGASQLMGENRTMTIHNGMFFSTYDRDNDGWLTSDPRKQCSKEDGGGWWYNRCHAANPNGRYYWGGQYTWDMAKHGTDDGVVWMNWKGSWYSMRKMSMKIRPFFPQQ
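Assay system: human fibrin DD(E) protein / Input: 2 µM fibrin DD(E) / Benchmarks: high control of 10 µM Aha-Tn7 peptide / Measured by: fluorescence polarization of the labelled Tn7 tracer / Medium: Tris buffer with calcium and detergent, pH 7.8 / Timing: 10 min compound pre-incubation, 3 h probe incubation at room temperature / Repeats: one replicate per compound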
TDP2 inh – blocks human TDP2 phosphodiesterase activity | inhibition, % at 12.8 µM | recombinant TDP2, T5PNP hydrolysis, p-nitrophenol absorbance 415 nm | O95551 | AID 720702 | 370,000 compounds, 0.34% hits;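 active means inhibition above the mean of all tested compounds plus 3 SD, set per campaign, cut at about 25% in these data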;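 further: 0% = DMSO with enzyme and 100% = buffer with substrate but no TDP2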
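Evaluation: % inhibition relative to enzyme-containing and enzyme-free wells. Material: recombinant human TDP2. Benchmarks: enzyme-free and DMSO wells. Timing: enzyme reaction with compound for 2 h at 37 °C. Compound dosing: 12.8 µM only. Measured by: p-Nitrophenol epi absorbance. Reagent: T5PNP substrate at 5 mM, a TopII-DNA adduct mimic. Replication: single well per compound.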
DDE Tn6 FP inh – disrupts Tn6 cyclic peptide binding to fibrin D-Dimer-E complex | P02675 | Fibrin DD(E) TRITC-Tn6 fluorescence polarization displacement | inhibition, % at 8.3 µM | 370,000 compounds, 0.21% hits | AID 720509;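 active means inhibition above a per-campaign cutoff: mean of compounds within control limits plus 3 SD, cut at about 15% in these data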;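 further: 0% = median of all compound wells on the plate and 100% = blocking peptide control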
ARFGAP1 inhibitor – inhibits rat ARF GTPase activating protein 1. Arfgap1-stimulated ARF1 GTP hydrolysis, GDP FP detection. Q62848. inhibition, % at 16.5 µM. 360,000 compounds, 0.26% hits;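 active means inhibition above a per-plate limit, mean inhibition of low control wells plus 3 SD, cut at about 25% in these data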;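 further: 0% = DMSO wells with enzyme and 100% = wells lacking Arfgap1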
Target sequence (Q62848 1-136 limits assumed): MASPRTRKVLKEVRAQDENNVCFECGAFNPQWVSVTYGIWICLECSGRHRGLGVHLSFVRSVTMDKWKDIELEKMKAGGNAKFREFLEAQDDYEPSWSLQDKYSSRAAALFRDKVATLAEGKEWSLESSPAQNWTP
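material = rat Arfgap1 catalytic domain, aa 1-136 | also added = human ARF1(Δ1-17)-GTP substrate | compound dosing = one concentration, 16.5 µM, DMSO 1.26% | times = GTP hydrolysis reaction 2 h at 25 °C | measured by = FP, GDP Alexa 633 tracer displaced from anti-GDP antibody, 620/688 nm | evaluation = percent inhibition of Arfgap1-stimulated GTP hydrolysis | replication = single well per compound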
SIAE inh – inhibitors of human sialic acid acetylesterase SIAE; Q9HAT2; SIAE FP-Rh probe binding, fluorescence polarization; inhibition, % at 9.66 µM; 370,000 compounds, 0.69% hits; AID 1053197;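 active means inhibition above a cutoff: mean of compounds within the control limits plus 3 SD of those, cut at about 17% in these data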;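 further: 0% = plate median of compound wells and 100% = probe without SIAE protein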
PLC-beta3 inh – PLC-beta3 (human) inhibition, primary screen; Purified PLC-beta3, fluorogenic substrate, fluorescence; 370,000 compounds, 0.18% hits; inhibition, % at 12.2 µM; AID 720704; in the data active means inhibition above about 11%;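 further: 0% = median of compound wells on plate and 100% = full blocker control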
PLCg1 inh – inhibitors of human phospholipase C gamma1 | 370,000 compounds, 0.84% hits | P19174 | inhibition, % at 12.2 µM | AID 720700 | purified PLC-gamma1, fluorogenic substrate, fluorescence; in the data active means inhibition above about 9.5%
ASAP1 inh – inhibitors of human ASAP1 ArfGAP activity | ASAP1-stimulated ARF1 GTP hydrolysis, GDP FP detection | Q9ULH1 | 360,000 compounds, 0.19% hits | inhibition, % at 16.5 µM; in the data active means inhibition above about 25%;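 further: 0% = vehicle with enzyme and substrate and 100% = no enzyme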
Target sequence (Q9ULH1 325-724 limits assumed): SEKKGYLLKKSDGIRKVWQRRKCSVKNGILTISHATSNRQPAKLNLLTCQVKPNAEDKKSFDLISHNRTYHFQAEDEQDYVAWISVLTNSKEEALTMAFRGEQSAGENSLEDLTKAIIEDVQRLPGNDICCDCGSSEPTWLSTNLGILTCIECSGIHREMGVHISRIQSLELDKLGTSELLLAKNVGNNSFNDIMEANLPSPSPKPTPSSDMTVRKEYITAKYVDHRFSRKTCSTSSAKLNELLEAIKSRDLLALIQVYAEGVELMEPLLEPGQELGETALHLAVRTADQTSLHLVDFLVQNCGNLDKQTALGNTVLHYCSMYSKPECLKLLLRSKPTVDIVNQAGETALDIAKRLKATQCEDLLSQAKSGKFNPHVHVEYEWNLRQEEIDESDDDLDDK
* marks the source's active call; other numbers are inactive results.

Below each compound: ADAM17 inh	ADAM10 inh	Tn7 DDE FP	TDP2 inh	DDE Tn6 FP inh	ARFGAP1 inhibitor	SIAE inh	PLC-beta3 inh	PLCg1 inh	ASAP1 inh
> CC1CCCCN1C(=O)C1CCCN(S(=O)(=O)c2cccc3nsnc23)C1 (stereo not given)
  -5	-7	0	8	-1	-5	-2	-4	-2	-10
> CC(=O)c1c(C)[nH]c(C(=O)N2CCN(c3ccccn3)CC2)c1C
  -3	-8	0	-1	11	-11	3	-4	-2	-16
> COc1ccc(NC(=O)c2ccccc2NC(=O)c2ccccc2C(=O)O)c(OC)c1
  -27	-37	-3	-18	-8	-3	1	-37	-16	9
> O=C(CC12CCC(CC1)C2)NCc1ccc2c(c1)OCO2
  -2	-1	-4	-1	-4	2	0	2	5	-2
> CCCc1nn(C)c(C(=O)Nc2cccc(C)c2)c1Cl
  -1	-2	-7	13	-5	4	-2	-1	-1	3
> Cc1ccc(NC(=S)N(CCC(C)C)C(C)c2ccncc2)c(Cl)c1 (stereo not given)
  0	2	-6	6	-1	3	11	-3	1	-3
> O=C(Nc1cc(S(=O)(=O)N2CCOCC2)ccc1OCC(F)(F)F)c1ccc(N2CCCC2=O)cc1
  -2	-3	-2	4	-6	14	1	-2	-1	-1
> O=C(Nc1cccc2cccnc12)c1cccc([N+](=O)[O-])c1
  -2	-4	2	-7	-3	4	2	-8	-1	-5
> Cc1c(Cl)cccc1NC(=O)CSCC(N)=O
  -3	2	6	-6	-2	2	-2	0	-1	7
> O=C(N/N=C/c1cn[nH]c1-c1ccccc1)c1ccco1
  -1	-9	-4	13	4	-1	-2	-4	2	2
> COC(=O)CN1C(=O)[C@@H]2[C@H](C1=O)[C@@H]1CC(C(=O)OC)=C[C@@H](C(=O)OC)[C@@H]3C1=C(C(=O)[C@@]3(C)NC(=O)c1ccccc1)[C@@H]2C
  2	5	2	-2	-8	2	10	-5	-5	13
> Cc1ccc2[nH]c(=O)c(C(c3nnnn3CC3CCCO3)N3CCOCC3)cc2c1 (stereo not given)
  -7	-47	-6	9	2	0	0	-5	-5	-4
> COc1ccc(CNC(=O)Cn2c(=O)oc3ccccc32)cc1OC
  6	10	-9	-5	5	4	-6	3	6	8
> COC(=O)C(NC(=O)CCC(=O)NC(C(=O)OC)c1ccccc1)c1ccccc1 (stereo not given)
  2	3	-2	10	0	2	3	3	2	-6
> CC(C)OC(=O)Cc1nc2sc(-c3ccccc3)cc2c(=O)[nH]1
  -23	-36	2	-12	3	9	-3	-62	-39	13
> COc1ccc(CC(=O)NNC(=O)CCc2ccccc2)cc1OC
  -2	-5	5	3	-2	1	0	4	1	4
> O=C(CCC(=O)OCC(=O)c1ccc(Cl)cc1)NC1CCCCC1
  -1	2	7	-4	6	19	8	3	2	-6
> CCN(CC)S(=O)(=O)c1ccc(N2CCOCC2)c(NC(=O)c2ccccc2F)c1
  -4	4	-7	0	-2	-8	-1	0	2	3
> O=C(NCCc1ccc2c(c1)OCCO2)c1cc(S(=O)(=O)N2CCCC2)ccc1Cl
  -5	-7	6	3	3	-7	0	-1	1	-16
> CCN(CC(=O)Nc1c(F)cccc1F)C(=O)CNC(=O)c1cccs1
  -3	-5	-4	14	-5	5	7	-6	0	3
> CC(C)OC(=O)c1cccnc1N1CCN(c2ccc(F)cc2)CC1
  4	-4	4	-5	0	8	-4	-1	-2	6
> CC(C)N1CC2(CC(c3ccccc3C(F)(F)F)=NO2)CN1C(=O)c1ccco1 (stereo not given)
  -2	4	-6	2	-1	2	-2	1	-2	18
> CSCCC(NC(N)=O)C(=O)Nc1ccc2ccccc2c1 (stereo not given)
  1	4	-1	1	-7	-21	-8	-4	1	-2
> COc1ccc(/C=C/C(=O)OCC(=O)N2CCCCCC2)c(OC)c1
  -8	-27	-1	4	5	3	-5	-8	0	3
> CN=c1scc(-c2ccc(OC)cc2)n1/N=C(\C)c1cccnc1
  5	2	2	-6	11	-4	5	-26	-18	7
> O=[N+]([O-])c1ccccc1-c1nc(-c2ccc(Br)o2)no1
  5	23*	-2	-8	-5	-1	6	6	2	-5
> CC(NC(=O)c1ccco1)C(=O)N1CCN(c2cccc(C(F)(F)F)c2)CC1 (stereo not given)
  1	-7	-7	2	6	-13	-3	-4	3	-10
> C[C@@H](CO)NC(=O)c1nc[nH]c1C(=O)N[C@H](C)c1ccccc1
  -2	-3	-9	1	-3	3	-3	-1	0	3
> COc1ccc(S(=O)(=O)NC2CCCC2)cc1NC(C)=O
  0	0	4	2	-12	8	2	-7	0	-3
> COc1ccc(OC)c(CNc2nc3ccccc3n2CCN2CCCCC2)c1
  -4	-5	-1	-6	8	-4	4	-2	-3	-1
> O=C1NC[C@@H](Cc2ccc(O)cc2)N(CCc2cc(C(F)(F)F)cc(C(F)(F)F)c2)C1=O
  2	-3	0	4	1	9	4	11*	6	-7
> C[C@H]1CN(S(=O)(=O)C(C)(C)C)[C@H](CCO)/C1=C\CCO
  3	-2	0	-5	4	-3	-1	-3	8	-5
> Cc1cccc(OCCCCCNCCO)c1
  -4	1	4	0	3	1	1	-1	4	-7
> Cn1c(=N)n(CC(=O)c2ccccc2)c2ccccc21
  -5	-1	2	-4	2	-4	6	0	-2	-7
> CCOC(=O)CSc1ncnc2c1cnn2-c1ccc(Cl)cc1
  -4	-10	5	2	1	6	-4	1	0	-11
> Cn1c(=O)c2c(nc(CN3CCc4ccccc4C3)n2CCCO)n(C)c1=O
  -5	-3	4	-2	-6	4	-6	-4	6	-7
> CC(C)(C)OC(=O)[C@H](Cc1ccccc1)NC(=O)c1nc[nH]c1C(=O)N[C@@H](CCCCN)C(=O)OC(C)(C)C
  2	9	-2	-7	6	-9	3	3	2	5
> CCCCCC(O)(c1ccccc1)C(CN1CCOCC1)c1ccccc1 (stereo not given)
  -1	3	4	-10	4	-11	3	-6	1	1
> O=C(Nc1ccc(OC(F)F)c(Cl)c1)c1ccccn1
  -1	-6	-1	-1	2	11	-3	3	1	9
> Cc1ccc(NC(=O)c2ccc([N+](=O)[O-])s2)cc1S(=O)(=O)N1CCOCC1
  0	-6	-5	-2	-7	-2	-2	-2	3	-12
> Cc1ccc(NC(=O)CSc2nc3ncc(Br)cc3[nH]2)cc1C
  -4	2	3	17	-4	-11	4	-10	-1	6
> CCCC(=O)NCCc1ccc(S(N)(=O)=O)cc1
  -3	-3	-4	-4	1	4	-5	4	4	-3
> O=C(C1CCC(=O)N(C2CCCC2)C1)N1CCN(Cc2cccc(F)c2)CC1 (stereo not given)
  -2	-4	4	-21	-5	5	-1	-11	0	5
> C=CCn1c(O)c(N=NC(=O)c2ccc3c(c2)OCO3)c2ccccc21
  -2	1	4	9	3	-2	10	4	2	8
> O=S(=O)(c1ccc(F)cc1)N1CCC(n2cnc3ccccc32)CC1
  0	7	7	-13	-3	-7	-7	0	6	-2
> Nc1cccc(Cl)c1N1CCOCC1
  0	2	5	2	6	11	4	0	1	-18
> Cc1ccc(NC(=O)CN2C(=O)NC(C)(c3ccc4c(c3)OCO4)C2=O)cc1 (stereo not given)
  -1	2	3	-7	6	5	1	3	6	8
> COc1cc(O)oc1C=Nc1ccc(C(=O)O)cc1
  -13	-51	0	5	3	9	-2	-18	-16	-14
> CCOc1ccc(CN(C)C(C)C(=O)NCCc2ccc(F)cc2)cc1 (stereo not given)
  -5	9	-3	-9	-4	8	-3	-12	-5	5
> CCCCN1C(=O)C(=O)N(c2ccccc2)C1=S
  1	-1	-3	7	5	3	3	2	1	-1
> Cc1ccccc1OCCc1c(C)[nH]c(=S)[nH]c1=O
  0	-3	2	-7	-8	1	8	4	-2	-8
> CCC(=O)NC(c1cccc([N+](=O)[O-])c1)c1c(O)ccc2ccccc12 (stereo not given)
  -3	0	-2	2	-8	1	-2	1	-1	0
> Cc1ccc(NC2=NCC(=O)N2Cc2ccc3c(c2)OCO3)c(C)c1
  0	4	0	5	-7	1	1	2	0	8
> COCc1ccc(C(=O)NC2CC(C)(C)Cc3c2cnn3-c2ccc(C)cc2)o1 (stereo not given)
  -2	-9	-6	6	3	3	3	-7	1	8
> O=C(Nc1ccc(OC(F)(F)F)cc1)C1CC(c2ccc(F)cc2)=NO1 (stereo not given)
  -4	-5	7	3	7	9	4	-2	0	13
> CC(C)c1cc(N2CCC(=O)NC2=O)cc(C(=O)O)c1O
  -7	-27	0	12	4	-5	1	-11	-13	8
> N#Cc1ccc(NC(=O)Nc2cccc(C#N)c2)cc1
  -2	11	-11	-23	-10	13	-23	-6	7	7
> O=C(Nc1ccc2c(c1)Cc1ccccc1-2)c1ccc(Br)o1
  -8	-7	1	-3	-10	9	-4	-51	-34	-7
> CCOC(=O)N1CCc2c(sc3ncn(Cc4ccc(F)cc4)c(=O)c23)C1
  3	16	-6	-13	11	-2	1	-4	5	-6
> COc1ccc(/C(C)=C2\SC(=S)N(CCC(=O)O)C2=O)cc1
  -3	-4	-3	9	-5	-4	1	-4	-2	1

Next part
Below each compound: ADAM17 inh	ADAM10 inh	Tn7 DDE FP	TDP2 inh	DDE Tn6 FP inh	ARFGAP1 inhibitor	SIAE inh	PLC-beta3 inh	PLCg1 inh	ASAP1 inh
> COCC(=O)NCc1ccc2c(c1)cc(C)n2C
  -3	-10	3	2	21*	-7	-1	-18	-14	13
> CCOC(=O)c1cccnc1SC(CC)C(=O)NCc1ccco1 (stereo not given)
  2	0	-6	0	14	5	9	2	3	-2
> CC(NS(=O)(=O)c1ccc([N+](=O)[O-])cc1)C(c1cccs1)N1CCOCC1 (stereo not given)
  -3	15	2	-1	-4	2	-4	-2	1	-7
> CCC(C)NC(=O)CC(NS(=O)(=O)c1ccc(Cl)cc1)c1ccco1 (stereo not given)
  -2	0	0	11	2	-11	-2	4	2	-5
> CCOC(=O)c1c(NC(=O)CN2CCOCC2)sc(C(=O)NC)c1C
  1	4	-3	2	-6	1	0	4	2	5
